# Screening data from PubChem.
# CHRM4 PAM: CHRM4 positive allosteric modulation; P08173; CHO-K1 hM4/Gqi5, Fluo-8 calcium fluorescence, ACh EC20; 0% = ACh EC20, 100% = maximal ACh; activation, % at 3 µM; actives 0.4% (n = 360,000);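 active = activation above its plate's cutoff, the mean activation of sample wells plus 3 SD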; note: some results filed as inactive read as strong as hits
# Target sequence (P08173 whole entry, looked up): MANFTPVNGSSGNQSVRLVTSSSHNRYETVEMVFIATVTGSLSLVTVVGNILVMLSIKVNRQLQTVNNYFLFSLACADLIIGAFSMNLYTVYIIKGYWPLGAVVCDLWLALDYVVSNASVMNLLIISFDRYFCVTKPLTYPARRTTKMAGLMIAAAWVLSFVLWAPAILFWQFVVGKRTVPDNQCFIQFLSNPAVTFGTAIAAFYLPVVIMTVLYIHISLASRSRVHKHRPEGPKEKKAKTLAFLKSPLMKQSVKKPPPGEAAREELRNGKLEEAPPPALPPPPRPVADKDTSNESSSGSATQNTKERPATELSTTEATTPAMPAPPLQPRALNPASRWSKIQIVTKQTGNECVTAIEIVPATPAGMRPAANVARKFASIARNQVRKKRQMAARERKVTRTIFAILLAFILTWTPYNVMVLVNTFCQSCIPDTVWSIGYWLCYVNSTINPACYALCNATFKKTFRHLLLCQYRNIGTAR
# CHRM5 PAM: potentiates acetylcholine response at human M5 receptor; P08912; CHO-K1 hM5, Fluo-8 calcium, ACh EC20 PAM; 0% = ACh EC20, 100% = ACh EC100; activation, % at 3 µM; actives 0.3% (n = 360,000);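 active = activation above the run cutoff, the mean activation of all test compounds plus 3 SD, cut at about 18% in these data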
# Target sequence (P08912 whole entry, looked up): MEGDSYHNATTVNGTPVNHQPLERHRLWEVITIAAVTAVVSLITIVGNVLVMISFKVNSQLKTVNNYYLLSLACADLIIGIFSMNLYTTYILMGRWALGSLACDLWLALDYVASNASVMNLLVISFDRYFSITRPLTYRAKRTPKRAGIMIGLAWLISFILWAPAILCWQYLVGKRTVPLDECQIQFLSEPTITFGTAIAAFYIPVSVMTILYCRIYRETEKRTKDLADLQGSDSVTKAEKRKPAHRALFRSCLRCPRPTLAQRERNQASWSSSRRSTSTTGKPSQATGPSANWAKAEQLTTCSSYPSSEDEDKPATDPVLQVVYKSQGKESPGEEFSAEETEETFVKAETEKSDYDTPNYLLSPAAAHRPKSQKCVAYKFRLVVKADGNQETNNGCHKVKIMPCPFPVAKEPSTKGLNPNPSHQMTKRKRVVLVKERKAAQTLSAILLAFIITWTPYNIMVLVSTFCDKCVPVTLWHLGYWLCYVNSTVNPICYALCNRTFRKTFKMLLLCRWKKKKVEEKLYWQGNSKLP
#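 Assay system: CHO-K1 hM5 cells / Incubation: Fluo-8 loading 80 min at 37 °C plus 30 min room temperature / Technique: Fluo-8 calcium dye fluorescence, kinetic read / Repeats: single replicate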
# TAAR1 agonist: agonists of human TAAR1 | activation, % at 3 µM | actives 0.99% (n = 360,000) | CHO RD-HGA16 TAAR1, Fluo-8 calcium fluorescence; vehicle wells 0%, saturating PEA agonist 100%;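 active = activation above the mean activation of all test compounds in the run plus 3 SD, cut at about 38% in these data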
#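 Test system: RD-HGA16 (CHO) cells co-expressing Gα16 and hTAAR1 / Benchmarks: DMSO vehicle as 0%, PEA at EC100 as 100% / Repeats: no replicates (n 1) / Measure: % activation from peak over basal fluorescence ratio, DMSO-to-PEA scaled / Timing: 17-24 h plating, Fluo-8 75 min 37 °C, 30 min RT / Technique: kinetic Fluo-8 calcium fluorescence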
# CRFR2-BP ag: agonists of human CRF-binding protein/CRF-R2 receptor complex. HEK293 CRF-R2/CRF-BP, calcium dye fluorescence (FLIPR); percent of saturating CRF peptide response. activation, % at 13.2 µM. actives 0.46% (n = 350,000);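 active = activation of at least 50%, plus an integration ratio under a set limit after plate pattern correction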;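 note: plate controls were neutral control wells without compound for no effect and CRF at EC100 for full effect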
# TAAR1 antag: human TAAR1 antagonism. Q96RJ0. CHO RD-HGA16 TAAR1, Fluo-8 calcium fluorescence, antagonist. inhibition, % at 3 µM. actives 1.5% (n = 360,000);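 active = inhibition above a per-plate cutoff, the mean inhibition of test compounds on that plate plus 3 SD, cut at about 49% in these data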;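 note: 0% = DMSO plus EC80 beta-PEA response and 100% = DMSO alone without agonist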
#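 Material: CHO RD-HGA16 cells bearing hTAAR1; compound dosing: one-point dosing, 3 µM nominal final; schedule: dye loading 75 min at 37 °C, then 30 min room temperature; measured by: calcium fluorescence with Fluo-8; control set: vehicle and agonist controls; replication: n of 1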
# CRFBP-R2 block: CRF-BP/CRF-R2 complex antagonism | HEK293 CRF-R2/CRF-BP, CRF-induced calcium fluorescence | inhibition, % at 11.8 µM | actives 0.59% (n = 350,000);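 active = inhibition of the ligand-induced calcium signal above about 50% at the single tested concentration, limit read from the data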
# CHRM5 agonist: agonists of human muscarinic M5 receptor (CHRM5); actives 0.19% (n = 360,000); CHO-K1 hM5 cells, Fluo-8 calcium fluorescence; 0% DMSO wells, 100% maximal acetylcholine response; P08912; activation, % at 3 µM; AID 624037;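 active = activation above the run's mean over test compounds plus 3 SD, cut at about 23% in these data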;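 note: signal is peak over basal fluorescence ratio across the kinetic read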
# M5 antag: CHRM5 antagonism in calcium assay | actives 0.59% (n = 360,000) | P08912 | CHO-hM5 cells, Fluo-8 calcium fluorescence, ACh EC80 | inhibition, % at 3 µM | AID 624040;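 active = inhibition above a per-plate cutoff, the mean of that plate's test compounds plus 3 SD, cut at about 27% in these data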;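 note: 0% = acetylcholine EC80 with DMSO and 100% = DMSO without agonist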
# CHO-K1 Ca PAM: M1 PAM counterscreen hit in parental CHO-K1 cells; AID 602247; actives 0.02% (n = 360,000); ATP EC20, Fluo-8 calcium fluorescence; 0% at ATP EC20, 100% at ATP max; activation, % at 3 µM;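 active = activation above the run cutoff, the mean activation of all test compounds plus 3 SD, cut at about 40% in these data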;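 note: peak over basal fluorescence ratio in a 140 s read after ATP addition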
# Starred values were filed as active, the others as inactive; nt = not tested or not shown.
SMILES,CHRM4 PAM,CHRM5 PAM,TAAR1 agonist,CRFR2-BP ag,TAAR1 antag,CRFBP-R2 block,CHRM5 agonist,M5 antag,CHO-K1 Ca PAM
CCOC(=O)c1c(NC(=O)C2COc3ccccc3O2)sc2c1CCN(Cc1ccccc1)C2 (stereo unspecified),8.2,11.6,1.9,4.2,2.4,-10.9,-4.3,-4.6,23.3
O=C(COC(=O)CNC(=O)c1cccc([N+](=O)[O-])c1)Nc1cccc(S(=O)(=O)N2CCCCC2)c1,-7.0,-7.2,5.6,-0.7,3.3,3.4,1.8,2.5,22.2
COc1ccc(CNS(=O)(=O)c2cc3c4c(c2)C(C)C(=O)N4CCC3)cc1 (stereo unspecified),3.9,-4.5,1.2,0.1,-15.6,-7.3,-3.4,7.9,-5.4
CCOC(=O)N1CCN(S(=O)(=O)c2c(C)cc(C)cc2C)CC1,1.3,-5.7,8.3,1.4,-3.9,-4.1,-3.0,1.3,11.7
Cc1nnc(NC(=O)c2ccc(Br)o2)s1,-3.7,-6.1,0.0,0.4,12.3,-11.0,-2.5,2.0,5.6
COc1ccc(NC(=O)C2CCCN(S(=O)(=O)c3c(C)[nH]c(=O)[nH]c3=O)C2)cc1OC (stereo unspecified),3.0,2.3,3.4,-1.0,-21.0,1.2,-0.8,-0.3,14.6
COc1cc(C=C2C(=O)OC(C)(C)OC2=O)cc(Cl)c1OCC(=O)Nc1ccccc1,9.6,2.0,1.0,-0.1,-15.6,-27.5,0.9,6.3,-5.5
Cc1nc(-c2nc(-c3c(C(=O)NN)noc3C)cs2)cs1,9.8,0.0,1.5,-2.2,0.4,-16.0,-1.8,9.5,-3.3
COc1ccc(OC)c(C(=O)NC(CC(N)=O)c2ccc(NCc3ccc(F)c(F)c3)c([N+](=O)[O-])c2)c1 (stereo unspecified),3.4,1.4,5.1,-0.6,13.8,-6.2,-0.8,5.7,7.7
O=C(Nc1cc(S(=O)(=O)N2CCOCC2)ccc1N1CCCC1)c1cc(F)c(F)cc1Cl,10.6,1.5,0.3,-3.6,-21.9,-5.5,-2.8,-0.4,16.9
COc1cccc(C(=O)N(CN2CCCC2=O)c2cccc(Cl)c2)c1,0.2,-1.0,9.3,-3.2,-2.4,14.8,-6.2,-2.3,-1.8
Clc1ccc(C2=NCCN2)cc1,0.4,-1.7,24.0,-1.6,9.0,9.3,-7.3,5.0,-11.9
CN(C)CC1CCCCC1OC(=O)c1ccc(Cl)cc1 (stereo unspecified),-8.1,-4.5,3.5,-1.2,-3.5,-13.4,-2.8,4.0,-3.2
O=C(NCc1ccc(F)cc1)C1CCCN1C(=O)Nc1ccc(Cl)cc1 (stereo unspecified),4.3,-3.3,3.0,0.2,-7.3,-5.7,-0.9,7.8,8.9
CCn1cc(CN2CCC(C(=O)Nc3cccc(-c4cccc(OC)c4)c3)CC2)cn1,-5.2,8.5,3.1,-0.6,-11.9,-5.5,-4.9,0.1,18.8
COc1ccc(CCNC(=O)[C@@H](NC(=O)c2ccccc2F)C(C)C)cc1OC,3.1,13.6,3.6,0.2,-33.1,3.2,1.2,-5.5,15.8
CCOC(=O)c1sc2nc(C)nc(N3CCN(S(=O)(=O)c4ccccc4)CC3)c2c1C,1.9,0.5,0.2,2.0,26.0,-22.0,1.2,11.0,1.9
O=C(Nc1ccc2c(c1)C(=O)NC2=O)c1ccc(Cl)s1,-3.1,-1.8,14.4,-0.7,-19.6,-7.0,1.2,0.0,-5.4
COc1ccccc1CN(C(=O)Cc1cccs1)C(C(=O)NC1CCCC1)c1ccncc1 (stereo unspecified),14.8,-1.1,5.0,-2.9,-7.8,-20.9,2.0,7.9,-5.6
O=C(COC(=O)CCCSc1nc2ccccc2[nH]1)Nc1cccc(F)c1,4.1,-6.1,1.7,-0.5,3.1,-21.2,1.5,-0.9,-5.2
O=C(CCCn1nnnc1CN1CCOCC1)N1CCC(c2ccc(F)cc2)C1 (stereo unspecified),3.7,5.3,3.4,9.5,-25.1,5.7,-4.0,-4.3,7.0
COc1ccc(CCN2C(=O)C3C4CC(C5C(C(N)=O)=NOC45)C3C2=O)cc1OC (stereo unspecified),4.4,2.8,3.8,0.0,2.0,2.0,-1.7,-4.5,14.2
Cc1ccc(OCC(O)Cn2c3ccccc3c3ccccc32)cc1 (stereo unspecified),-8.3,0.9,2.6,8.6,26.5,-39.3,-0.6,-2.0,17.5
COc1ccc(CC2(CO)CCN(S(=O)(=O)c3c(C)nn(C)c3Cl)CC2)cc1,-3.4,1.9,2.0,14.5,-13.8,-2.2,4.6,0.2,8.0
OCc1ccccc1-c1cnc2sc(NCc3ccc(F)cc3)nn12,4.6,1.9,3.7,nt,-11.5,nt,1.3,1.9,14.2
CCOC(=O)c1c(CSc2ccccc2)n(C)c2cc(Br)c(O)c(CN(C)C)c12,-1.8,1.0,2.4,1.9,-15.4,0.8,-1.3,-3.4,17.6
COc1ccc(S(=O)(=O)N2CCCC2CNC(=O)C(=O)Nc2cccc(F)c2)cc1 (stereo unspecified),-4.1,-11.5,4.4,-0.3,-6.5,12.6,0.5,10.2,6.1
COc1ccc2ccccc2c1/C=N/NC(=O)c1cc(C)[nH]n1,13.9,-0.4,0.7,-2.9,-10.7,6.8,-2.8,-0.7,-28.0
COCCN(C(=O)CSc1nnc(-c2ccc(C)c(C)c2)o1)c1c(N)n(CC(C)C)c(=O)[nH]c1=O,-0.3,2.3,-0.3,-2.3,-30.1,2.2,1.6,3.5,-5.1
CN1c2ccsc2C(O)=C(C(=S)Nc2ccc(F)c(Cl)c2)S1(=O)=O,-0.9,-13.1,9.3,-0.6,10.1,23.2,-0.7,17.4,14.0

# An excerpt from above in order of their number in CHRM4 PAM, low to high.
SMILES | CHRM4 PAM
CN1c2ccsc2C(O)=C(C(=S)Nc2ccc(F)c(Cl)c2)S1(=O)=O | -0.9
COCCN(C(=O)CSc1nnc(-c2ccc(C)c(C)c2)o1)c1c(N)n(CC(C)C)c(=O)[nH]c1=O | -0.3
O=C(CCCn1nnnc1CN1CCOCC1)N1CCC(c2ccc(F)cc2)C1 (stereo unspecified) | 3.7
OCc1ccccc1-c1cnc2sc(NCc3ccc(F)cc3)nn12 | 4.6
COc1ccc2ccccc2c1/C=N/NC(=O)c1cc(C)[nH]n1 | 13.9

# Other compounds follow:
SMILES,CHRM4 PAM,CHRM5 PAM,TAAR1 agonist,CRFR2-BP ag,TAAR1 antag,CRFBP-R2 block,CHRM5 agonist,M5 antag,CHO-K1 Ca PAM
COc1ccc(Cl)cc1NC(=O)CN(C)C(=O)c1cccc(-n2cnnn2)c1,0.3,-9.2,-2.3,-1.6,15.2,2.5,-4.5,-4.2,-0.6
COc1cccc(N2CCN(S(=O)(=O)c3cccc4nsnc34)CC2)c1,-2.1,-3.7,1.4,-0.7,15.8,-1.0,-0.6,9.9,-9.3
COc1cccc(/C=N/NC(=O)CCC(=O)Nc2ccc(Br)cc2)c1,-0.1,-2.8,1.8,1.2,-0.2,-10.9,-1.7,11.3,0.4
CC(NC(=O)c1cc(S(=O)(=O)N2CCOCC2)ccc1N1CCCC1)c1ccc(Cl)c(Cl)c1 (stereo unspecified),-12.2,-2.9,-1.7,0.4,2.8,-13.6,-2.5,-3.7,17.5
O=C(O)c1cc(N2C(=O)C3C4C=CC(C4)C3C2=O)ccc1NCc1cccnc1 (stereo unspecified),0.7,3.5,0.9,0.7,-7.7,7.1,-0.8,-7.6,5.0
O=C1c2cccc3cc([N+](=O)[O-])cc(c23)C(=O)N1CCN1CCCC1,-2.1,-1.7,-0.8,7.5,5.7,9.1,-0.4,-2.1,8.8
Cc1cc(C)c2c(N)c(C(=O)Nc3c(C)n(C)n(-c4ccccc4)c3=O)sc2n1,11.3,2.0,-1.1,-2.9,6.4,-1.4,-3.3,13.7,-14.7
O=c1nc(N2CCOCC2)nc(N/N=C/c2ccc3c(c2)OCO3)[nH]1,0.1,4.5,7.2,2.0,-16.8,7.9,-2.3,4.9,18.9
CC(C)Oc1ccc(CCc2nnc(SCC(=O)O)n2-c2ccccc2)cc1,1.4,-1.4,3.8,-1.4,-3.6,14.0,-3.8,-9.6,8.9
COc1ccc(OC)c(S(=O)(=O)NNC(=S)Nc2ccc3c(c2)OCO3)c1,3.1,1.4,2.4,-1.4,-7.8,9.5,-1.3,-1.2,-23.9
CC1Cc2cc(S(=O)(=O)N3CCN(c4ccccc4F)CC3)ccc2N1C(=O)C1CC1 (stereo unspecified),3.0,-1.6,0.7,1.7,-16.0,6.5,-2.2,6.2,8.9
COc1ccccc1-c1sc2ccccc2c1-c1ccccc1OC,0.9,-5.2,3.3,-0.2,-7.5,6.9,1.2,13.9,10.3
COc1ccc(NC(=O)C2CCN(S(=O)(=O)c3ccc(N4CCCC4=O)cc3)CC2)cc1OC,7.4,1.4,0.4,1.3,-5.5,-8.2,-2.8,-7.9,2.9
O=C(NCCN1CCC(n2c(=O)[nH]c3ccccc32)CC1)c1ccccc1,-2.0,1.0,0.5,nt,2.4,nt,-4.3,-0.8,-2.9
C[C@H](c1ccccc1)N1C[C@@H](COCc2ccccc2)Oc2cc(N3CC[C@H](N(C)C)C3)ccc2S1(=O)=O,6.6,2.0,15.4,nt,19.3,nt,7.2,0.9,7.7
O=C(CSc1nc2cccc(F)c2c(=O)n1-c1ccccc1)Nc1ccc2c(c1)CCC2,5.3,5.6,2.6,nt,-17.1,nt,0.8,-12.8,-8.6
CC1Cc2ccccc2N1C(=O)CSc1nnc(CSc2ncccn2)n1C (stereo unspecified),-5.6,0.5,1.8,-2.0,-12.5,-4.7,-2.4,-7.9,18.2
CCOc1ccc(CCN2C(=O)CCC2(C)C(=O)NC(C)CC)cc1OCC (stereo unspecified),6.6,3.8,11.2,2.5,1.7,12.7,-2.2,-7.3,25.2
O=C1CN(C(=O)COc2ccccc2)c2ccccc2N1,4.2,0.7,11.9,-0.2,-20.6,4.5,-1.2,14.3,-3.8
CCc1ccc(-c2nc(CN3CCC(C(=O)N4CCN(c5ccccn5)CC4)CC3)c(C)o2)cc1,-13.3,-8.1,13.1,-1.5,-16.1,-8.1,-5.5,6.2,-7.6
Cc1ccc(-c2c[nH]c(=S)n2-c2ccccc2F)cc1,-6.0,11.8,7.1,0.2,-7.0,-4.0,-8.8,0.2,7.9
CCC12CN3CCN(CC(C3)/C1=N\NC(=O)c1ccc(F)cc1)C2,-6.2,-2.4,1.6,-3.4,9.7,7.6,-0.7,2.8,7.9
Cc1ccc(NC(=O)CN(C)C(=O)c2ccc(Cl)nc2)cc1,-0.7,-2.4,1.9,-0.1,-12.3,5.3,-2.5,8.8,1.1

# Limited to CHO-K1 Ca PAM, for 2 of the compounds above:
Molecule | CHO-K1 Ca PAM
O=C1CN(C(=O)COc2ccccc2)c2ccccc2N1 | -3.8
CCc1ccc(-c2nc(CN3CCC(C(=O)N4CCN(c5ccccn5)CC4)CC3)c(C)o2)cc1 | -7.6
